Source: PubChem BioAssay
HCMV antiviral – blocks human cytomegalovirus replication; HFF cells, HCMV-luciferase reporter, 72 h; hits give low values; actives 4.5% (n = 410,000); activity change, negative = inhibition, % at 57.5 µM; in the data active = activity change below about -60%; inconclusive = no clear call, values can overlap the other calls; inactive = above about -39%
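HFF cells seeded 16 h at 37C, treated with compounds, infected with luciferase-reporter HCMV at MOI 1 PFU/cell; luciferase read at 72 h post infection, normalized to buffer-only and Salinomycin controls.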
HCV inhibitor – inhibitors of hepatitis C virus infection; Huh7.5.1 HCVcc-Cre infection, luciferase reporter, 44 h; Potency, µM (titrated, usually from 41.8 µM), for inactives: at the highest dose activity change, negative = inhibition, usual class: inhibitors; actives 3.4% (n = 340,000); active = well fitted inhibition curve with a large enough effect; inconclusive = small, poorly fitted or top-dose-only effect, or another doubt; inactive = no such curve, though single readings can be large or run the other way; note: potency is the fitted concentration of half-maximal effect
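Cells (1,000/well) were plated 4 h before compound, then infected with HCVcc-Cre virus (~0.5 moi). After 44 h further culture, infection was read as luciferase luminescence following a 15 min substrate incubation at room temperature.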
Numbers without * were called inactive; ? = inconclusive; [ ] = remark or other dose. % is set by controls: 0 for no effect and ±100 for the full control effect. A portion of the library, so the mix of outcomes need not match the whole.

SMILES | HCMV antiviral | HCV inhibitor
CCN(CC(=O)Nc1ccc(OC)cc1)C(=O)c1ccc(OCc2c(C)noc2C)cc1 | -20 | -20%
COc1ccc(Cl)cc1Nc1cc(C)nc2ccccc12 | -87* | 11µM*
CN(CCc1ccccc1)C(=O)c1cccc(NC(=O)Cc2cccc(NC(=O)C3CCN(C(=O)C4CCCC4)CC3)c2)c1 | -9 | ?
CCOc1c(Cl)cc(CNCC(C)C)cc1Cl | -12 | 25%
O=C(NC1=CC(=O)c2ccccc2C1=O)c1ccccc1 | -66* | 6.3µM*
CC(=O)NC1=C(N2CC2C)C(=O)C(NC(C)=O)=C(N2CC2C)C1=O (stereo not drawn) | -11 | -23%
Nc1ncnc2c1CN(Cc1ccccc1)CC2 | -15 | -1%
CN(C)c1ccc(C(O)c2cc3ccccc3s2)cc1 (stereo not drawn) | 122 | -12%
O=C(Cc1cccc(NC(=O)C2CCCN(C(=O)C3CC3)C2)c1)Nc1cccc(C(=O)N2CCOCC2)c1 (stereo not drawn) | 1 | 6%[8.37 µM]
CCCCN1C(N)=NC[C@@H]1c1ccccc1 | ? | 20%
CC(C)c1cc(CN2C(C)COCC2C)cc(C(C)C)c1O (stereo not drawn) | 62 | 2%
COc1ccc(S(=O)(=O)Cc2ccc(C(=O)N3CCN(c4ncccn4)CC3)o2)cc1 | -5 | ?
O=C(O)C1CC=CCC1C(=O)NCc1ccc(Cl)c(Cl)c1 (stereo not drawn) | ? | 18%
CCN(CC)c1ccc(S(=O)(=O)N2CCOCC2)cc1NC(=O)CNCc1cccc(Cl)c1 | 25 | ?
O=c1c2ccccc2sc2nc(CCl)nn12 | -28 | ?
Cc1cc2oc3ccc(NCCC4CCCN4C)cc3c(=O)c2cc1C (stereo not drawn) | ? | 14µM*
O=C(Cc1ccc(NC(=O)C2CCN(C(=O)C3CCCC3)CC2)cc1)Nc1cccc(C(=O)N2CCCCC2)c1 | 7 | ?
CCCCCCCCOC(=O)c1cc([N+](=O)[O-])c(Sc2ncnc3nc[nH]c23)c([N+](=O)[O-])c1 | ? | 10%
CCC1(CC)C(=O)N(c2ccccc2)C(=N)N(c2ccccc2)C1=O | 2 | 10%
O=C(CN1CCOCC1)N1CCOCC1 | -11 | 6%
Nc1ccc2nc(-c3ccccc3)cnc2c1 | 84 | -13%
C=CCOC(=O)C1=C[C@H](C(C)(C)C)[C@@H](CCCO)[C@H](OCC)O1 | 35 | -11%
O=C1CCCCC1Nc1ccc(Br)cc1 (stereo not drawn) | -25 | 26%
CCOc1ccc(NC(=O)c2c(O)[nH]c(=O)[nH]c2=O)cc1 | -13 | 2%
COC(=O)C1=C[C@@H](C(=O)OC)[C@@H]2C3=C(C(=O)[C@@]2(C)NC(=O)c2ccccc2)[C@H](C)n2c(=O)n(C)c(=O)n2[C@@H]3C1 | 11 | ?
CCOC(=O)C1(CCOc2ccccc2)CCN(Cc2ccccc2O)CC1 | 18 | ?
c1nc(N2CCOCC2)c2[nH]cnc2n1 | 0 | 10%
Oc1ccc2c(c1)c1ccccc1c1ncccc21 | 13 | 11µM*
CCCCCn1c(=NC(=O)c2cccnc2)c(C#N)cc2c(=O)n3cccc(C)c3nc21 | -25 | ?
O=C(Nn1cnnc1)c1ccc([N+](=O)[O-])cc1Cl | -18 | 17%
O=C(CCc1ccccc1)N1CCN(C(=O)CCc2ccccc2)CC1 | -8 | 20%
O=S1(=O)c2c(F)cccc2OC(COCc2ccccc2)CN1C1CCCC1 (stereo not drawn) | -23 | ?
O=[N+]([O-])c1ccc(NN=Cc2ccco2)nc1 | 40 | 16%
COc1cc2c(cc1OC)C1C(=O)c3ccc4c(c3OC1CO2)CC(C(C)C)O4 (stereo not drawn) | -96* | ?
N/C(=N\N=Cc1ccc2c(c1)OCO2)NN=Cc1ccc2c(c1)OCO2 | -73* | -26%
O=C(NCCc1ccccc1)[C@@H]1CC=C[C@@H]2CCN(C3CCCCC3)C(=O)[C@@H]21 | -32 | 19%
Cc1cn(CC(=O)NCCCN2CCCC2=O)c(=O)[nH]c1=O | 15 | -50%
O=C(c1ccco1)N1CCN(C(=O)c2ccc(COc3ccc(Cl)cc3Cl)o2)CC1 | 38 | ?
COC(=O)c1ccc(CSc2ncnc3c2sc2nc(N4CCOCC4)c4c(c23)CCCC4)o1 | -24 | -20%
NC(=O)c1ncn([C@@H]2O[C@H](CNS(=O)(=O)c3cc(S(=O)(=O)c4ccccc4)cs3)[C@@H](O)[C@H]2O)n1 | -14 | 13%
CC1C(C)N(C(=O)CCCl)c2ccccc2N1C(=O)CCCl (stereo not drawn) | -39 | 4%
O=C(NCc1ccccc1)c1ccc(NC(=O)C2CCC2)cc1 | -32 | ?
CC1=C(SCc2ccccc2)C(=O)c2ccccc2C1=O | -6 | ?
CC(=O)Nc1cccc(/C(C)=N/Nc2ccc(S(=O)(=O)Nc3ccccc3C(=O)O)cc2[N+](=O)[O-])c1 | 14 | -5%
COc1ccc(S(=O)(=O)Nc2c(O)ccc3ccccc23)cc1OC | -16 | ?
CC12CC(=O)C3C(CCC4CC=CCC43C)C1CCC2=O (stereo not drawn) | -19 | 21%
C=C1[C@H]2O[C@H]2[C@@H](OC(C)=O)[C@@]2(C)[C@@H](OC(C)=O)C[C@@H](OC(C)=O)[C@@](C)(O)[C@@H]2[C@@H](OC(C)=O)[C@@]2(O)[C@@H](C)C(=O)O[C@H]2[C@H]1Cl | 17 | -13%[8.37 µM]
CC(=O)c1cc2c(cc1F)C(C)(C)CCC2(C)C | -10 | -3%
CCCCCCCCN1[C@@H](CC(C)=O)c2cc(C(F)(F)F)ccc2S1(=O)=O | ? | -21%
CSC1=Nc2sc3c(c2C2=NCCN12)CC(C)(C)OC3 | ? | -26%
O=C(O)C(c1ccccc1)c1ccccc1 | -19 | 5%
CN(CC(=O)NCCc1ccc(S(N)(=O)=O)cc1)CC(=O)Nc1ccc(Cl)c(C(F)(F)F)c1 | ? | ?
O=C(OCC1OC(n2ccc(=O)[nH]c2=O)C2OC12)c1ccccc1 (stereo not drawn) | -23 | 9%
O=C1C=C(c2ccccc2)C(c2ccccc2)C1 (stereo not drawn) | -28 | 1%
CC(=O)Nc1ccc2c(c1)[nH]c(=O)c1ccccc12 | 26 | ?
CCOc1cc2c(cc1OCC)C(c1ccc(O)c(OC)c1)NCC2 (stereo not drawn) | 26 | -9%
CCOC(=O)C(CC)(CC)C(=O)/C=C/c1cccc(Br)c1 | -75* | ?
Cc1ccc(SCC(=O)Nc2cccnc2)cc1 | 5 | 1%
CCOC(=O)c1cc2c(c(-c3ccccc3)n1)[C@H](CCO)N(S(=O)(=O)C(C)(C)C)C2 | 0 | 1%
O=C(Nc1cc(Cl)ccc1C(=O)O)c1ccc(CN2C(=O)c3ccccc3C2=O)cc1 | 12 | ?

Sorted by formula weight (high to low): 6 of the compounds above.
SMILES | HCMV antiviral | HCV inhibitor
CCN(CC)c1ccc(S(=O)(=O)N2CCOCC2)cc1NC(=O)CNCc1cccc(Cl)c1 | 25 | ?
O=C(NCc1ccccc1)c1ccc(NC(=O)C2CCC2)cc1 | -32 | ?
CCOc1c(Cl)cc(CNCC(C)C)cc1Cl | -12 | 25%
O=c1c2ccccc2sc2nc(CCl)nn12 | -28 | ?
O=[N+]([O-])c1ccc(NN=Cc2ccco2)nc1 | 40 | 16%
c1nc(N2CCOCC2)c2[nH]cnc2n1 | 0 | 10%

Further entries
SMILES | HCMV antiviral | HCV inhibitor
CCCCn1c(N)c(N(C(=O)CSc2nnnn2-c2ccc(C)cc2)C2CCCC2)c(=O)[nH]c1=O | -3 | -27%
CCOC(=O)c1cccc(NC(=O)c2c(NCc3ccccc3)[nH]c(=O)[nH]c2=O)c1 | -18 | ?
c1ccc2nc(N3CCOCC3)c(N3CCCC3)nc2c1 | 2 | -17%
CCOC(=O)[C@]12Cc3cc(OC)ccc3[C@H]1N(Cc1ccccc1)C(=O)c1ccccc12 | -13 | ?
O=C(CC(=O)c1ccccn1)c1ccccc1 | -13 | ?
COCCn1c(SCC(=O)Nc2nc3ccccc3s2)nnc1-c1ccoc1C | -6 | 12%
Nc1nc(-c2ccccc2)c(CCCOc2ccc(NC(=O)CBr)cc2)c(=O)[nH]1 | -15 | 17%
O=S1(=O)c2c(Oc3cccc4ccccc34)cccc2OC(COCc2ccccc2)CN1C1CCCC1 (stereo not drawn) | 3 | -8%
CCOC(=O)c1cnc(N)nc1-c1ccccc1 | -10 | 18%
Cn1c(CCC(=O)Nc2ccc(S(C)(=O)=O)cc2)nc2cc(S(=O)(=O)N3CCOCC3)ccc21 | -4 | -4%
O=C1NCC(Nc2ccc(Cl)cc2)C(=O)N1 (stereo not drawn) | -27 | 7%
Cc1ccc(NC(=S)NCc2ccc(F)cc2)cc1 | -6 | 5%
Cc1nc2sc(C(c3ccco3)N3CCC4(CC3)OCCO4)c(O)n2n1 (stereo not drawn) | -27 | 9%
O=C1NC(=O)C2(CCCCCC2)N1 | 8 | -1%
CC(C)n1nc(C(=O)OCC(=O)NCCc2ccc(S(N)(=O)=O)cc2)c2ccccc2c1=O | 0 | 6%
COc1ccc(-c2csc(NC(C)c3nc4cc(Cl)c(Cl)cc4n3CCOCCO)n2)cc1 (stereo not drawn) | 31 | ?
c1ccc(N2CC3COc4ccccc4C3=N2)cc1 (stereo not drawn) | 70 | -30%
CC(=O)OC1CCC2(C)C3=CCC4(C)C(C(C)=O)=CCC4C3CCC2C1 (stereo not drawn) | 4 | -2%
COCCNC(=O)CN1C(=O)CSc2cc(S(=O)(=O)N3CCCCCC3)ccc21 | 50 | 1%
NC(=O)CC(NC(=O)Cc1cccc2ccccc12)c1ccc(NC2CCCC2)c([N+](=O)[O-])c1 (stereo not drawn) | -3 | -2%
CC(=O)N(c1ccccc1)c1nc2ccccc2s1 | 148 | ?
Cn1c(=O)c2[nH]c(CCCCCCCCc3nc4ccccc4[nH]3)nc2n(C)c1=O | -91* | ?
O=S(=O)(SC1=NCCN1)c1ccccc1 | 0 | 24%
COc1ccc(N(CC(=O)NCC2CCCO2)C(=O)CCC(=O)Nc2nccs2)cc1 (stereo not drawn) | 10 | 14%
Cc1c(NS(=O)(=O)c2cc(C(=O)NCc3cccc(Cl)c3)ccc2Cl)c(=O)n(-c2ccccc2)n1C | 54 | -4%
CCOc1ccccc1NC(=O)C1CCCC1 | -28 | 9%
CCOC(=O)[C@H]1[C@H]2COc3ccc(Br)cc3[C@H]2N2C(=O)CN(Cc3ccc(C)cc3)C(=O)[C@@]12C | -6 | ?
O=C1c2ccccc2S(=O)(=O)c2cc(N3CCC(C(=O)N4CCCCC4)CC3)ccc21 | 81 | -7%
OCCOCCn1c(C2CCCN2c2nc(-c3ccc(F)cc3)cs2)nc2cc(Cl)c(Cl)cc21 (stereo not drawn) | -39 | ?
COc1ccc(C2CCCCCN2C(=O)C2CCN(S(=O)(=O)c3cccc(C(C)=O)c3)CC2)cc1 (stereo not drawn) | -4 | -19%
CN(CCc1ccccc1)C(=O)c1ccc(NC(=O)Cc2ccc(NC(=O)C3CCCN(C(=O)C4CCCC4)C3)cc2)cc1 (stereo not drawn) | -68* | ?
O=C(C1CCN(S(=O)(=O)c2ccc(Cl)s2)CC1)N1CCN(c2ccccc2)CC1 | -40 | 3%
O=[N+]([O-])c1nc2ccccc2[nH]1 | 32 | -1%
Cc1ccc(NC(=O)c2ncn(CCCNCCCN3CCCC3=O)n2)cc1C | 8 | -18%[8.37 µM]
CC(=O)N1C[C@H]2CON(C)[C@H]2C[C@H]1c1cccc(-c2ccccc2)c1 | 20 | -4%[8.37 µM]
Cc1ccc(CNc2ncnc3[nH]ncc23)cc1 | 3 | 10%

Rewritten in CSV form: entries from further up
structure,HCMV antiviral,HCV inhibitor
COc1ccc(S(=O)(=O)Nc2c(O)ccc3ccccc23)cc1OC,-16,?
CC(C)c1cc(CN2C(C)COCC2C)cc(C(C)C)c1O (stereo not drawn),62,2%
CC(=O)N1C[C@H]2CON(C)[C@H]2C[C@H]1c1cccc(-c2ccccc2)c1,20,-4%[8.37 µM]
Cc1ccc(CNc2ncnc3[nH]ncc23)cc1,3,10%
O=C(Cc1cccc(NC(=O)C2CCCN(C(=O)C3CC3)C2)c1)Nc1cccc(C(=O)N2CCOCC2)c1 (stereo not drawn),1,6%[8.37 µM]
O=[N+]([O-])c1nc2ccccc2[nH]1,32,-1%
COc1ccc(C2CCCCCN2C(=O)C2CCN(S(=O)(=O)c3cccc(C(C)=O)c3)CC2)cc1 (stereo not drawn),-4,-19%

Additional structures follow:
SMILES | HCMV antiviral | HCV inhibitor
CC(C)(C)OC(=O)N(Cc1ccccc1)Cc1ccccc1OCc1ccc(NC(=O)C2CCC2)cc1 | -90* | ?
CCOC(=O)N1CC(C)N(C(=S)Nc2ccccc2)CC1C (stereo not drawn) | -11 | 6%
COc1nc(-c2ccccc2)ccc1-c1noc(-c2cccs2)n1 | 117 | -4%
Nc1ccccc1-c1ccc([N+](=O)[O-])cc1 | -25 | -23%
Cc1ccc(-n2c(C)nc3ccsc3c2=O)cc1 | -29 | -7%
